Tb hexokinase: blocks Trypanosoma brucei hexokinase 1 activity; 0.11% of 220,000 active; recombinant TbHK1, G6PDH-coupled NADH A340; inhibition, % at 10 µM; AID 1430;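 active = inhibition of 50% or more in the single-dose primary screen; inactive = inhibition below 50%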
Wee1 stabilizer: blocks degradation of human Wee1 kinase | HeLa Luc-Wee1K328M stability, luciferase luminescence; 100% = proteasome inhibitor MG132 effect | reporter increase, % at 5 µM | 1.2% of 220,000 active | AID 1321;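 active = activation above the mean of all tested compounds plus 3 SD, set per screening run, cut at about 8.8% in these data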;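 also: cells exposed to compound for 20 h before luminescence read; 0% = DMSO alone and 100% = MG132 at 30 µM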
FXIa inh: inhibitors of human coagulation factor XIa. purified FXIa, Boc-Glu-Ala-Arg-AMC fluorogenic substrate. inhibition, % at 5 µM. 0.14% of 220,000 active;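 active = inhibition of at least 40%; inactive = inhibition below 40%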;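 also: fluorescence of freed AMC excited at 355 nm; 0% = enzyme without compound and 100% = no enzyme blank; many of its hits are not listed in these tables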
Target sequence (P03951 19-387 limits assumed): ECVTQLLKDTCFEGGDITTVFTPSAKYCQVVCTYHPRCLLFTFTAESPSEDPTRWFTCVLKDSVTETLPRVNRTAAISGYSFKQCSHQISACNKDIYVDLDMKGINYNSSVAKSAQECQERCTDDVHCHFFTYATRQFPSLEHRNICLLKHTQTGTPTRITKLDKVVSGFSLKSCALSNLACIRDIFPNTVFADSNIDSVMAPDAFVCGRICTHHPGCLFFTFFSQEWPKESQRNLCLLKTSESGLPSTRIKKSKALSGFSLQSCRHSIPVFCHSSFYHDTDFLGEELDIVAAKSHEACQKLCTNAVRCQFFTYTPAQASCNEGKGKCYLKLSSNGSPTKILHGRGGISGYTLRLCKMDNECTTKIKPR
Target sequence (P03951 388-625 limits assumed): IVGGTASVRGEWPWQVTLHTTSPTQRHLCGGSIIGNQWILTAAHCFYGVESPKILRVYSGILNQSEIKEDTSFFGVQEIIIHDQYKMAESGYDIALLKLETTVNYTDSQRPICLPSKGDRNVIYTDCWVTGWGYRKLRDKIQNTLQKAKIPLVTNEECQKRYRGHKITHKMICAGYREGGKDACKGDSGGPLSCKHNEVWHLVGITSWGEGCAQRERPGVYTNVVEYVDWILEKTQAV
EP2 antag: inhibitors of human EP2 prostaglandin E2 receptor; P43116; C6 glioma cells expressing human EP2, cAMP TR-FRET; cells stimulated with saturating PGE2; inhibition, % at 25 µM; 0.52% of 260,000 active;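 active = percent inhibition above 40 after rounding to a whole number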;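 also: rat C6 glioma host cells with rolipram phosphodiesterase inhibitor present; the protocol text gives 20 µM as final concentration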
Target sequence (P43116 whole entry, looked up): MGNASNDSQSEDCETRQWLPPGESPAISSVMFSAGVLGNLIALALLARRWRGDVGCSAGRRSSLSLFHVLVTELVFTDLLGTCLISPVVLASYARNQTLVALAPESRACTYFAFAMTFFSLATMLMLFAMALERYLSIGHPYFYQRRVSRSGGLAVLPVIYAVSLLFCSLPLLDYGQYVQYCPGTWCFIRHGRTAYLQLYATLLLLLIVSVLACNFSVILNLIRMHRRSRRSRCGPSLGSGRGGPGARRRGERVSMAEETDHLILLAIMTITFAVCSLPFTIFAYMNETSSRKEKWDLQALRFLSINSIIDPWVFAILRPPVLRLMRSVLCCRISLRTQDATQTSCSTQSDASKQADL
TNF death inh: TNF-alpha cell death inhibition in Jurkat FADD-/- cells. Jurkat FADD-/- TNF necroptosis rescue, ATP luminescence, 24 h; 0 = TNF only, 100 = no-TNF cells. activation (protection from cell death), % at 10 µM. 0.068% of 220,000 active;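 active = activation, meaning protection from cell death, of at least 50% relative to plate controls; inactive = activation below 50%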;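 also: necroptosis triggered by 40 ng/mL TNF-alpha added together with compound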
PPC-1+TRAIL kill: kills PPC-1 cancer cells in the presence of TRAIL; PPC-1 cells + TRAIL, ATPLite viability luminescence; cell killing (% activity), % at 4 µM; 0.41% of 220,000 active; AID 1443;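 active = cell killing above 50% in the first pass at 4 µM, then a duplicate retest at 5 µM averaging 50% or more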;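 also: plate controls were cells with TRAIL plus DMSO for no effect and medium-only wells lacking cells for full effect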
zVAD death inh: L929 zVAD cell death inhibition; L929 zVAD necroptosis rescue, ATP luminescence, 24 h; with zVAD 60 µM; viability rescue, % at 10 µM; 0.38% of 220,000 active; AID 1377;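 active = activation, scaled between plate controls, above about 75%, limit read from the data; inactive = activation under that limit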;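 also: 0% = zVAD with DMSO and 100% = DMSO alone without zVAD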
CHOP inhibitor: blocks CHOP induction under ER stress | CHO-K1 CHOP-promoter luciferase, tunicamycin-induced, 15-18 h | inhibition, % at 10 µM | 3.8% of 220,000 active | AID 2732;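 active = compounds that reduced the stress-induced luciferase reporter signal by more than about 70% of percent inhibition, limit read from the data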;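 also: 0% = tunicamycin plus vehicle and 100% = wells without tunicamycin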
FXIIa inh: inhibitors of human coagulation factor XIIa; AID 800; inhibition, % at 5 µM; purified FXIIa, Boc-QGR-AMC fluorogenic substrate, 2 h; 0.3% of 220,000 active; P00748; in the data active = inhibition above about 40%;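 also: 0% = enzyme with no compound and 100% = blank without enzyme; many of its hits are not listed in these tables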
The depositor's hits bear a star; x = no result given; & = joins results of further samples. These rows are one share of the data; rates above refer to the full screens.

SMILES	Tb hexokinase	Wee1 stabilizer	FXIa inh	EP2 antag	TNF death inh	PPC-1+TRAIL kill	zVAD death inh	CHOP inhibitor	FXIIa inh
Clc1cccc(OCc2nc(-c3ccncc3)no2)c1	-3	1	-4	4	1.7	6	1.1	-10	4
CC(=O)Nc1ccc(S(=O)(=O)NC(=O)C23CC4CC(CC(C4)C2)C3)cc1	0	0	19	6	0.4	1	0.1	-10	21
COc1ccc(/C=C/C(=O)Nc2ccc3nc4n(c(=O)c3c2)CCCC4)cc1	-31	-1	1	6	2.3	28	8.6	-9	10
CCOC(=O)C1=C(O)/C(=C/c2cn(CC(=O)NCC3CCCO3)c3ccccc23)SC1=Nc1ccc(C)cc1 (stereo not given)	-10	1	x	6	5.1	x	-0.9	x	x
N#Cc1cc(N)ccc1-n1cccc1	-17	-1	3	6	-0.9	-10	0.7	-10	11
Cc1ccc(NC(=O)c2ccc3c(c2)S(=O)(=O)c2ccccc2C3=O)cc1S(=O)(=O)N1CCOCC1	-14	1	3	3	-1.5	14	1.4	-37	7
O=C(O)c1csc(Cc2ccccc2)n1	-1	-1	-2	9	0.0	-12	8.4	-13	4
C#Cc1ccc([C@H]2C=C(C(=O)N3CCN(Cc4ccccc4)CC3)O[C@@H](OCc3ccc(CO)cc3)C2)cc1	-15	-2	-3	7	3.1	4	-0.4	31	4
O=C(Cn1nnc(-c2ccccc2NC(=O)c2ccco2)n1)Nc1ccccc1	1	2	5	3	-7.4	18	4.3	85*	21
O=C1CCC(=O)N1c1ccc(-c2nc3ccccc3s2)cc1	-1	0	-4	6	-0.2	31	0.5	31	4
COc1ccc([N+](=O)[O-])cc1N(CC(O)CN1CCCCC1)S(=O)(=O)c1ccccc1 (stereo not given)	-6	-1	-5	3	2.3	9	-1.7	8	8
CC(C)n1c(-c2cccs2)nc2ccccc21	-1	0	0	8&8	-1.4	-4	0.5	15	6
Cc1ccc(S(=O)(=O)N2CCN(C(=O)C3=COCCO3)CC2)cc1C	-3	0	9	3	-1.6	6	0.8	8	15
O=C(O)CCC(=O)Nc1ccc(C(=O)OCC(=O)c2ccc(Cl)cc2)cc1	2	1	-5	4	0.1	8	10	-3	6
Cn1c(C(C(=O)NCC2CCCO2)N(C(=O)Cn2nnc3ccccc32)C2CCCCC2)nc2ccccc21 (stereo not given)	-3	0	8	2	-3.6	-12	-0.2	10	15
COC(=O)[C@@]1(Cc2ccc(F)cc2)[C@H]2c3cc(C(=O)N4CCCC4)n(CCc4ccc(O)c(O)c4)c3C[C@H]2CN1C(=O)c1ccccc1	-5	2	17	x	-10	11	3.0	37	24
COc1ccc(CCNC(=O)c2nc(-c3cccs3)no2)cc1OC	3	-3	-6	11	-2.3	11	0.7	3	3
O=C1CC(c2ccco2)CC2=C1C=Nc1ccccc1N2 (stereo not given)	12	-1	-14	5	-3.1	23	0.2	-2	-2
CCCCOC(=O)n1c(=O)oc2ccc(S(=O)(=O)N3CCCCC3)cc21	-7	-4	-3	5	6.0	1	1.1	41	2
Nc1c(-c2ccccc2)cnn1-c1cccc([N+](=O)[O-])c1	1	8	2	4	0.3	6	1.2	-14	13
Cc1ccc(CN2CCSc3ccc(C(=O)NCc4ccco4)cc32)cc1	9	1	-6	5	2.0	-2	4.0	36	1
O=C(CCc1ccc(Oc2cc([N+](=O)[O-])cc([N+](=O)[O-])c2)cc1)N1CCCCCC1	1	0	8	9	0.6	8	0.5	50	11
O=c1cc(CSc2n[nH]c(=O)n2C2CC2)c2ccc(O)cc2o1	-35	-1	-2	3	4.7	2	-0.3	5	5
CC(=O)Nc1ccc(S(=O)(=O)Nn2cnnc2)cc1	-2	3	-5	16&4	0.3	10	2.2	-4	6
COc1ccc2c(c1)c(C(C)=O)c(C)n2C	-1	-5	-2	9	0.5	-3	0.1	16	6
(list continues)
SMILES	Tb hexokinase	Wee1 stabilizer	FXIa inh	EP2 antag	TNF death inh	PPC-1+TRAIL kill	zVAD death inh	CHOP inhibitor	FXIIa inh
COc1ccc(-c2nnc(SCC(=O)/C(C#N)=C(\C)N)o2)cc1	7	2	5	12	2.1	8	1.7	37	4
Cc1nc([N+](=O)[O-])cn1CC(O)c1ccc(Cl)cc1 (stereo not given)	17	4	12	2	4.6	7	0.4	-8	5
C=CCn1c(O)c(N=Nc2ccccc2C)c2ccccc21	-1	0	2	7	0.0	18	2.5	-20	9
Cc1ccc2c(c1)-c1c(ssc1=S)C(C)(C)N2C(=O)CN1C(=O)c2ccccc2C1=O	-14	-2	-4	16	-2.6	11	-0.2	21	6
COc1ccc(/C=N\NC(=O)CC(=O)Nc2cccc(Cl)c2)cc1OC	-2	3	-4	8	-0.5	4	5.7	15	3
CC1(C(=O)Nc2ccc3ccccc3c2)CC1(Br)Br (stereo not given)	-1	-3	1	2	1.8	18	4.8	-2	6
Cc1ccc(Sc2ccc(CO)cc2[N+](=O)[O-])cc1	0	0	-7	6	9.9	20	1.4	-37	3
Cc1ccc(C(=O)C2C(c3cccs3)NC(=O)NC2(O)C(F)(F)F)cc1 (stereo not given)	4	0	18	11	-0.6	-9	-0.3	-8	28
CS(=O)(=O)N1CCC(C(=O)NCc2ccc(F)cc2Cl)CC1	-5	-5	-9	10	3.0	4	0.5	-2	-7
NNC(=O)c1ccc(CSc2nc3ccccc3s2)cc1	2	-1	31	6	-3.7	-5	-0.6	10	49*
Cc1ccc(S(=O)(=O)Nc2ccc(C(N)=O)cc2)cc1[N+](=O)[O-]	-1	-5	-1	8	0.8	15	0.9	10	12
Cc1ccc(S(=O)(=O)N2C(=O)c3cccc4cccc2c34)cc1	-9	-1	1	7	-4.6	-1	0.0	29	5
Cc1ccc(-c2nn(CCC(=O)NCC3CCCO3)c(=O)c3ccccc23)cc1 (stereo not given)	-12	2	3	11	-3.0	13	-0.4	-1	16
Cc1cc(NS(=O)(=O)c2ccc(NC(=S)NC(=O)c3ccccc3)cc2)no1	39	-1	0	16&14	0.1	-4	0.0	2	11
C=CCn1c(-c2ccccc2)nc(=S)c2c1CC(C)(C)OC2	-49	2	4	6	-1.6	5	1.0	7	-10
O=C(O)c1cccc2cccnc12	-8	0	4	8	0.2	16	0.6	-4	12
Cc1sc2ncnc(N[C@@H](CCC(=O)O)C(=O)O)c2c1C	3	-1	-1	11	-1.8	-9	-0.5	20	8
CC12CCC(C(=O)NC3CCCC3)(CC1=O)C2(C)C (stereo not given)	-1	-2	0	-10	-1.5	30	0.3	-5	8
Cc1ccc(C2C(C#N)=C(N)N(N(C)C)C3=C2C(=O)CCC3)cc1 (stereo not given)	24	-1	-1	5	1.0	3	-0.3	2	8
CCCCOc1ccc(Cl)cc1CSc1n[nH]c(C)n1	1	2	1	10	-0.8	0	0.0	22	7
Cc1cc(NC(=O)CSc2nc3ccccc3c(=O)n2CCCC(=O)NCc2ccco2)n[nH]1	8	-2	9	8	14	13	2.9	11	15
O=C(CCN1C(=O)c2ccccc2C1=O)Nc1cccc(S(=O)(=O)NC2=NCCC2)c1	4	-4	-3	6	0.7	11	2.6	-12	7
CCC(=O)Nc1cccc(NC(=O)c2ccc3c(c2)OCO3)c1	1	-1	6	7&7	-1.1	-8	0.2	-7	3
COc1ccccc1NS(=O)(=O)c1ccc(OC)c([N+](=O)[O-])c1	-1	6	-1	9	1.0	9	0.1	5	6
O=C(NCc1cccs1)c1cc(-c2ccccc2)on1	6	2	1	6	-0.9	5	0.1	-20	20

Shown with two lines to a compound: entries from further up
Values run as follows: Tb hexokinase, Wee1 stabilizer, FXIa inh, EP2 antag, TNF death inh, PPC-1+TRAIL kill, zVAD death inh, CHOP inhibitor, FXIIa inh
COc1ccc(-c2nnc(SCC(=O)/C(C#N)=C(\C)N)o2)cc1
→ 7, 2, 5, 12, 2.1, 8, 1.7, 37, 4
Cc1nc([N+](=O)[O-])cn1CC(O)c1ccc(Cl)cc1 (stereo not given)
→ 17, 4, 12, 2, 4.6, 7, 0.4, -8, 5
C=CCn1c(O)c(N=Nc2ccccc2C)c2ccccc21
→ -1, 0, 2, 7, 0.0, 18, 2.5, -20, 9
Cc1ccc2c(c1)-c1c(ssc1=S)C(C)(C)N2C(=O)CN1C(=O)c2ccccc2C1=O
→ -14, -2, -4, 16, -2.6, 11, -0.2, 21, 6
COc1ccc(/C=N\NC(=O)CC(=O)Nc2cccc(Cl)c2)cc1OC
→ -2, 3, -4, 8, -0.5, 4, 5.7, 15, 3
CC1(C(=O)Nc2ccc3ccccc3c2)CC1(Br)Br (stereo not given)
→ -1, -3, 1, 2, 1.8, 18, 4.8, -2, 6
Cc1ccc(Sc2ccc(CO)cc2[N+](=O)[O-])cc1
→ 0, 0, -7, 6, 9.9, 20, 1.4, -37, 3
Cc1ccc(C(=O)C2C(c3cccs3)NC(=O)NC2(O)C(F)(F)F)cc1 (stereo not given)
→ 4, 0, 18, 11, -0.6, -9, -0.3, -8, 28
CS(=O)(=O)N1CCC(C(=O)NCc2ccc(F)cc2Cl)CC1
→ -5, -5, -9, 10, 3.0, 4, 0.5, -2, -7
NNC(=O)c1ccc(CSc2nc3ccccc3s2)cc1
→ 2, -1, 31, 6, -3.7, -5, -0.6, 10, 49*
Cc1ccc(S(=O)(=O)Nc2ccc(C(N)=O)cc2)cc1[N+](=O)[O-]
→ -1, -5, -1, 8, 0.8, 15, 0.9, 10, 12
Cc1ccc(S(=O)(=O)N2C(=O)c3cccc4cccc2c34)cc1
→ -9, -1, 1, 7, -4.6, -1, 0.0, 29, 5

Further compounds.
SMILES	Tb hexokinase	Wee1 stabilizer	FXIa inh	EP2 antag	TNF death inh	PPC-1+TRAIL kill	zVAD death inh	CHOP inhibitor	FXIIa inh
CC1(C)C2CCC13CS(=O)(=O)N[C@@H]3C2 (stereo not given in full)	0	-1	1	11	-2.2	20	0.0	9	3
CSc1nc2ccc3nc(NC(=O)c4ccccc4)sc3c2s1	-36	3	-9	9	2.0	10	1.6	60	-12
O=C(COc1ccccc1)NNC(=S)NC(=O)c1ccccc1	3	8	-6	9	-4.9	20	0.5	16	16
C=CCn1c(SCc2ccc(C#N)cc2)nnc1-c1ccccc1	6	1	6	11	-1.2	20	-0.4	14	8
CCN1CCN(CCCOc2ccc(-c3ccccc3)cc2)CC1	14	1	5	-2	0.1	36	0.4	-32	10
O=C(O)C1C(c2ccccc2)C(C(=O)N2CCOCC2)C1c1ccccc1 (stereo not given)	0	7	6	7	0.0	-7	-0.1	21	9
CCN1CCN(C(=O)c2ccc3c(c2)N(Cc2ccc(F)cc2)C(=O)c2ccccc2S3=O)CC1 (stereo not given)	-6	-1	0	3	0.2	x	-0.5	0	3
CC1(C)C(=O)Nc2ccccc2N1C(=O)COc1ncnc2ccccc12	-1	5	-2	11	-8.9	-1	-0.1	6	-7
Nc1ccccc1NC1CCCCC1	7	0	-4	2	-1.7	4	2.0	-37	2
CCCC(c1nnnn1Cc1cccs1)N1CCN(c2ccc(OC)cc2)CC1 (stereo not given)	-10	-3	-10	10	-4.9	13	-0.3	28	6
CCOC(=O)N1CCN(C(=O)c2cn(-c3ccc(C)c(C)c3)c(=O)c3ccccc23)CC1	-13	3	-1	17	-5.2	-2	0.5	56	-32
COc1ccc(C(CNC(=O)c2ccc(S(=O)(=O)N(C)C)cc2)N(C)C)cc1 (stereo not given)	-3	-2	-7	7	0.2	8	-0.8	-22	4
CCOC(=O)N1CCN(C(=O)CSc2nc3c([nH]c4ccccc43)c(=O)n2C)CC1	-3	0	1	8	-0.1	4	1.3	15	9
